# Source: PubChem BioAssay
# Nrf2 activator: activates Nrf2 signaling; AREc32 ARE-luciferase reporter (MCF7-derived line), luminescence, 24 h; Potency, µM (highest dose often 46.1 µM), inactives show at the top dose activation, most hits filed as activators; 410,000 tested, 0.31% active; further: potency means the concentration at half of the fitted maximal effect; % of control where 0% means no effect; nearly all actives have a fitted effect of over 65% in size
#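 ARE-driven firefly luciferase activity in AREc32 cells measured after a 24 hr compound exposure at 37 deg C, using Steady-Glo reagent and a 30 min room-temperature hold.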
# A549 viability: kills or reduces viability of A549 cells in Nrf2 counter-screen; 390,000 tested, 0.16% active; Potency, µM (highest dose often 46 µM), for inactives: top-dose activity change, negative = cytotoxicity, usual class: inhibitors; A549 ARE-Fluc cells, CellTiter-Fluor viability, 18-24 h; AID 504648; further: potency means the concentration at half of the fitted maximal effect; on the % scale 0 is the no-effect control and ±100 the full control effect
#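 Cytotoxicity counterscreen: CellTiter-Fluor fluorescence was measured in A549 ARE_Fluc cells after 18-24 h of compound exposure in a concentration series. The subsequent BugLite luminescent read reports ARE-luciferase activity.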
# Akt phos inh: blocks phosphorylation of Akt | Neuro2A IGF-stimulated pAkt S473 HTRF, 20 min; stronger effect = lower value | activity change, % for hits at 50 µM | 360,000 tested, 0.32% active; in the data active means activity change below about -80%; inconclusive means mostly about -51% to -80%; further: on the % scale 0 is the no-effect control and ±100 the full control effect
#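 Single-point screen (50 µM final compound) in Neuro2A cells stimulated 20 min with 6 nM IGF at 37 deg C. After lysis, Ser473-phosphorylated Akt read by HTRF (ex 330 nm, em 615/665 nm) as the 665/615 ratio.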
# HepG2 viability: HepG2 cytotoxicity, counter-screen for TGF-b inhibitors | Potency, µM (top dose mostly 46.1 µM), inactives show at the top dose activity change, negative = cytotoxicity, usual class: cytotoxic | HepG2 CAGA-GFP viability, ATP luminescence, 18 h | AID 588856 | 410,000 tested, 0.76% active; further: potency means the concentration at half of the fitted maximal effect; some results filed as inactive show a strong effect at the top dose
#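 CellTiter-Glo luminescence gave cytotoxicity after 18 hours at 37 degrees C. The cells were HepG2 CAGA-GFP in 1% FBS DMEM, stimulated with 500 pg/mL TGF-beta after compound addition. %Activity was normalised to no-cell wells (complete cell-killing) and DMSO (no toxicity), and curves were fitted and classified.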
# TGFb SMAD3 inh: TGF-b pathway inhibition; HepG2 CAGA-GFP TGF-b/SMAD3 reporter, GFP fluorescence, 18 h; TGF-beta stimulated, 500 pg/mL final; 410,000 tested, 1.2% active; AID 588855; Potency, µM (doses to about 46.1 µM), for the others: at the top dose activity, negative = inhibition, hits mostly inhibitors; further: potency means the concentration at half of the fitted maximal effect; on the % scale 0 is the no-effect control and ±100 the full control effect; nearly all actives have a fitted effect of over 65% in size
#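 Per well, imaged GFP fluorescence of HEPG2 CAGA-GFP cells gives the signal; cells get compound, then TGF-beta (500 pg/mL final), 18 h at 37 degrees C; %Activity versus -TGF-beta and +DMSO controls.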
# Nrf2 block: inhibitors of Nrf2 signaling | A549 ARE-Fluc reporter, luciferase luminescence, 18-24 h | Potency, µM (highest dose often 46 µM), for the others: top-dose activity change, negative = inhibition, most hits filed as inhibitors | 360,000 tested, 2.1% active; further: potency means the concentration at half of the fitted maximal effect; on the % scale 0 is the no-effect control and ±100 the full control effect; nearly all actives have a fitted effect of over 60% in size
#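 Nrf2 function is reported as luminescence of an ARE-controlled luciferase in A549 cells. Compounds were tested at several concentrations, and a CellTiter-Fluor read on the same wells flagged cytotoxicity.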
# S2 tox: cell viability loss in ATXN counter-screen | 400,000 tested, 0.49% active | AID 651635 | Potency, µM (top dose mostly 56.7 µM), most hits filed as cytotoxic | S2 cells (HEK-293 line with an ATXN2-luciferase reporter) viability, CellTiter-Fluor protease fluorescence, 24 h; further: potency means the concentration at half of the fitted maximal effect; nearly all actives have a fitted effect of over 40% in size
# MmCpn inh: blocks the Methanococcus maripaludis chaperonin Mm-Cpn. 330,000 tested, 0.031% active. purified Mm-Cpn ATPase, ADP Transcreener TR-FRET. Potency, µM (highest dose often 76.9 µM), inactives show top-dose activity, negative = inhibition, actives largely listed as inhibitors; further: potency means the concentration at half of the fitted maximal effect; on the % scale 0 is the no-effect control and ±100 the full control effect; nearly all actives have a fitted effect of over 80% in size
#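 Compound-treated chaperonin, 25 nM final, turns over 10 uM ATP at 37°C for 30 min following a 10 min preincubation; ADP generated competes with ADP-d2 for Eu-cryptate antibody, lowering FRET.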
# CCT chaperon mod: changes cytosolic chaperonin activity; purified chaperonin ATPase assay, HTRF ADP detection, 30 min; 360,000 tested, 0.3% active; activity change, % (concentration not given with the values), hits read low; AID 651819; in the data active means activity change below about -30%; further: on the % scale 0 is the no-effect control and ±100 the full control effect
#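 We incubate TRiC, 40 or 20 nM final, with library compounds at 76 uM and 10 uM ATP for 30 min at 37 °C. ADP formed is detected with Transcreener HTRF reagents after 30 min at room temperature.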
# The depositor's hits bear a star; i = inactive; ? = inconclusive; · = not tested or not shown; [ ] = remark or other dose. Unless noted, the call rests on the fitted dose curve; in most records, active means well fitted curve in the direction sought with a large enough effect; inconclusive means small, poorly fitted or top-dose-only effect, or another doubt; inactive means no such curve, though single readings can be large; an effect the other way counts as inactive or inconclusive. Compounds were not picked by outcome (roughly 4.4% active in at least one column).
SMILES,Nrf2 activator,A549 viability,Akt phos inh,HepG2 viability,TGFb SMAD3 inh,Nrf2 block,S2 tox,MmCpn inh,CCT chaperon mod
CC(NC(=O)c1ccccc1NC(=O)c1nsc2ccccc12)c1ccccc1 (stereo not drawn),5.2%,26.9%,·,-4.9%,8.7%,·,i,·,·
CC(C)COC(=O)c1cccc2c1-c1ccccc1/C2=N\O,-0.2%,-25.0%,i,-100.0%,14.1µM*,?,?,0.7%,-0.3
CN(C)C(=O)c1snnc1-c1ccccc1,0.4%,-4.6%,i,4.3%,14.4%,·,i,-0.2%,-4.7
COc1ccc(-n2c(C)nc3cc(C(=O)N4CCOCC4)ccc32)cc1,0.3%,-2.2%,i,9.0%,40.4%[activator],12.8%,i,2.0%,1.6
O=C1NC(Nc2nccs2)(C(F)(F)F)C(=O)N1CCc1ccccc1 (stereo not drawn),2.6%,3.8%,i,0.4%,-29.6%,-10.7%,i,-1.4%,-1.8
Cc1ccccc1-c1cnc(C(O)c2c(C)cccc2C)[nH]1 (stereo not drawn),0.2%,·,i,-48.3%,1.3%,·,i,·,2.5
O=C(CCNC(=O)c1ccccc1Cl)Nc1cc(C(F)(F)F)ccc1N1CCCC1,0.2%,-7.7%,i,-34.4%,-7.7%,?,i,2.1%,-3.0
CCOc1ccc(S(=O)(=O)N2CCN(C(=O)C3CCC3)CC2)cc1,0.2%,-16.1%,i,1.6%,-26.7%,?,i,1.8%,-0.6
Cc1cccc2cc(CN(CCCO)C(=O)Nc3ccccc3Cl)c(=O)[nH]c12,0.4%,-5.1%,·,2.4%,-1.4%,-3.5%,i,?,0.2
Cc1cc(N2CCCC2)ccc1/C=C1/C(=O)N(C)C(=S)N1C,10.1%,-4.5%,i,-20.3%,5.4%,?,i,1.6%,-1.5
O=c1c2ccccc2sn1-c1cc(S(=O)(=O)N2CCOCC2)ccc1N1CCCC1,5.7%,-0.4%,i,-9.0%,-27.1%,6.5%,i,-0.8%,-4.4
COc1ccc(S(=O)(=O)N2Cc3ccccc3CC2C(=O)Nc2nccs2)cc1 (stereo not drawn),7.8%,-8.7%,i,-37.0%,?,43.1%,i,1.4%,0.1
COc1ccc(C2(CNC(=O)c3ccc(C)cc3)CCOCC2)cc1,-0.8%,-0.4%,i,-14.4%,-0.8%,0.5%,i,-0.2%,-0.4
Cc1cc(=O)n2nc(N3CCCC(C(=O)NC4CCC(C)CC4)C3)sc2n1 (stereo not drawn),-0.8%,0.4%,i,-2.8%,2.8%,8.9%,i,2.5%,2.4
Cc1cc(C)cc(-n2ccn(CC(=O)Nc3ccccc3F)c(=O)c2=O)c1,-0.5%,-11.9%,·,-14.3%,-3.4%,1.0%,·,·,·
COc1ccc(/C=C(\C#N)C(=O)Nc2cccnc2)cc1,3.3%,-0.5%,i,7.7%,11.3%,10.9%,i,0.3%,-0.9
COC(=O)CCC(=O)OC1(C)C(=O)C2=CN(c3ccccc3)C(c3ccc(OC)cc3)=CC2=C(Br)C1=O (stereo not drawn),11.6%,-14.2%,i,-0.1%,-7.8%,3.6%,i,·,1.0
Clc1ccc2noc(-c3ccccc3)c2c1,-0.7%,-5.3%,i,3.1%,0.5%,?,i,3.7%,-0.6
CCC/C(O)=C1\C(=O)CCCC1=NCCc1ccc(OCC)c(OCC)c1,-0.9%,-4.7%,i,-19.0%,-22.1%,?,i,1.5%,-2.2
COc1cc(C(CCN2CCCC(C)C2)c2c(OC)cc(OC)c3c(C)cc(=O)oc23)cc(OC)c1OC (stereo not drawn),·,?,·,-37.8%,-4.0%,18.4%,·,·,·
CC(=O)NCCn1c(SCc2cc(=O)n3cc(Cl)ccc3n2)nc2ccccc2c1=O,-0.3%,0.2%,i,3.0%,-5.6%,0.1%,i,0.8%,-2.5
C=CCn1c(C(CCCC)CC(O)COCCC)n[nH]c1=S (stereo not drawn),-0.1%,4.6%,i,-2.8%,3.1%,-2.1%,i,0.7%,-0.1
CCc1ccc(-n2c(SCC(=O)NC3CCS(=O)(=O)C3)nc3ccccc3c2=O)cc1 (stereo not drawn),0.3%,-3.7%,i,0.7%,1.9%,-10.2%,?,0.5%,-0.4
O=C(Cn1ncc2c(=O)oc3ccccc3c21)N1CCN(C(=O)c2ccco2)CC1,-0.2%,-11.3%,i,-20.8%,-24.1%,-6.1%,i,0.1%,-3.2
CC(OC(=O)CC1Sc2ccccc2NC1=O)C(=O)NC1CCCC1 (stereo not drawn),-0.5%,-0.4%,i,2.2%,-6.1%,2.2%,i,0.8%,-0.8
Cc1csc2nc(COc3cccc(NC(=O)c4ccccc4F)c3)cc(=O)n12,-0.1%,-1.5%,·,1.6%,-0.5%,-7.7%,?,·,·
CCCC(C)n1[nH]c(=O)c2c(C)cc(C)nc21 (stereo not drawn),-0.3%,7.6%,i,-1.5%,3.2%,·,i,-0.3%,-1.5
CCc1ccc(N(CC(=O)N2CCN(Cc3ccccc3)CC2)S(C)(=O)=O)cc1,-1.0%,-7.2%,i,3.4%,-16.2%,-17.8%,i,1.1%,-0.2
O=C(CSc1c[nH]c2ccccc12)N1CCCc2ccccc21,5.9%,6.0%,i,-23.6%,?,9.4%,i,-0.1%,-0.1
COc1cc(/C=C2\COC/C(=C\c3cc(OC)c(OC)c(OC)c3)C2=O)cc(OC)c1OC,-2.7%,9.3%,i,3.55µM*,0.631µM*,5.8µM*,?,1.3%,0.6
Cc1ccc(S(=O)(=O)N(C)C)cc1NC(=S)NCc1ccco1,-1.1%,0.7%,i,9.2%,-4.5%,4.0%,i,0.8%,-4.1
COc1cc(CC(=O)Nc2ccc(S(=O)(=O)N(C)C)cc2)cc(OC)c1OC,0.0%,10.6%,i,6.9%,16.2%,3.9%,i,2.4%,-3.2
CCN(CC(=O)NC)S(=O)(=O)c1ccc(Br)cc1,-0.3%,2.6%,i,-7.6%,-7.9%,?,i,-3.3%,-4.4
CS(=O)(=O)N1CCN(C(=O)c2cc3ccccc3oc2=O)CC1,-1.0%,-6.3%,i,1.8%,19.7%,15.9%,i,0.9%,-3.5
CSc1nnc(C)c(/C=C/Nc2ccc(C)cc2)n1,9.8%,-3.2%,i,-75.1%,9.4%,·,i,-0.3%,1.6
CCOC(=O)N1CCN(C(=S)NC(=O)C2CCCC2)CC1,0.1%,0.9%,i,15.7%,2.3%,1.1%,i,-1.5%,-70.6*
COC(=O)N/N=C(C)\C=C\c1ccco1,10.2%,8.1%,i,-9.6%,-5.7%,13.5%,i,-0.6%,1.3
CCC(C(=O)Nc1cc(Cl)ccc1OC)c1ccccc1 (stereo not drawn),5.2%,?,i,-15.1%,-29.9%,-16.5%,i,0.2%,-1.6
Cc1ccc(N2C(S)=C(C#N)C(=O)NC2c2cccs2)cc1 (stereo not drawn),10.1%,-3.5%,i,-21.5%,?,-9.3%,i,1.7%,-3.1
O=c1c2ccccc2nnn1COc1cccc2ccccc12,11.6%,-0.5%,i,-19.2%,0.0%,13.5%,?,-1.5%,-5.9
Cc1ccc(-c2ccc(S(=O)(=O)NCC3CCCO3)cc2)cc1 (stereo not drawn),5.2%,-2.3%,i,-29.7%,-25.2%,?,i,2.0%,-2.7
COc1ccc(-c2cn(/N=C/c3ccc(Cl)cc3Cl)c(N)n2)cc1,0.7%,?,i,3.3%,?,?,i,-5.7%,-1.4
C(=N\n1cncn1)/c1ccc(N2CCOCC2)cc1,2.6%,6.3%,i,-23.3%,-6.6%,12.8%,i,-2.1%,-0.4
CCC1Oc2ccc(C)cc2N(CC(=O)NCc2ccc(F)cc2)C1=O (stereo not drawn),-0.8%,-2.3%,·,-9.9%,-8.1%,·,i,·,·
O=C(NC(=S)Nc1nc2ccccc2s1)c1ccco1,?,-1.9%,i,4.2%,-20.9%,?,i,0.9%,-27.8
COc1ccc(S(=O)(=O)NCCSc2ccccc2)cc1OC,-0.5%,-15.2%,i,-7.9%,-8.1%,?,i,·,3.9
CC(=O)N1CSCC1C(=O)NNS(=O)(=O)c1ccccc1 (stereo not drawn),0.1%,-5.1%,i,1.3%,1.3%,6.7%,i,1.2%,-0.8
CNC(=O)c1c(NC(=O)Cc2coc3ccc(C)cc23)sc2c1CCCC2,15.7%,-16.1%,·,-23.1%,0.9%,?,i,·,·
COc1ccc([N+](=O)[O-])cc1NC(=O)CCN1CCN(CCO)CC1,-0.4%[9.22 µM],-3.0%,i,8.6%,1.8%,8.1%,i,2.2%,-0.4
CCN1CCCC1CNC(=O)Cn1cc(C)c(=O)[nH]c1=O (stereo not drawn),0.6%,2.8%,i,-14.3%,-10.4%,-12.0%,i,·,-0.1
CC(=O)Nc1ccc(NC(=O)COC(=O)c2ccc([N+](=O)[O-])o2)cc1,19.7%,-8.2%,i,-16.4%,-14.3%,-1.5%,i,-3.7%,-1.0
COc1ccc(Cn2c(CO)cnc2SCC(=O)Nc2cccc(NC(C)=O)c2)cc1,-0.7%,-3.7%,i,-1.1%,7.7%,-9.5%,i,0.4%,0.2
CC(C)c1ccc(S(=O)(=O)c2nnn3c2nc(N2CCOCC2)c2sccc23)cc1,2.7%,2.5%,·,5.4%,1.7%,14.5%,·,·,·
Cn1c(=O)c2c(nc(NCc3ccccc3)n2Cc2ccc(Cl)c(Cl)c2)n(C)c1=O,0.5%,?,·,-45.5%,?,?,·,·,·
CCN(Cc1ccccc1)c1ncnc2c1cnn2-c1ccc(F)cc1,11.1%,10.3%,·,-17.6%,-10.4%,·,i,·,·
COc1ccccc1NC(=O)c1oc2ccccc2c1NC(=O)C(C)C,-0.2%,2.3%,·,-9.7%,-0.1%,-28.5%,i,·,·
